High-throughput results as filed in PubChem.
Hep lipid drop: inhibitors of hepatocyte lipid droplet formation, primary screen, imaging, high-throughput imaging, BODIPY stain. AML12 mouse hepatocytes, oleate lipid droplets. inhibition, % at 6.5 µM. 0.4% of 240,000 active. AID 1656, 2009;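 active = lipid droplet intensity inhibited by at least 50%, with more than 500 cells counted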
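Test system: AML12 mouse liver cells; schedule: overnight exposure; technique: high-content imaging of BODIPY-stained droplets and DAPI nuclei; read-out: % inhibition of corrected integrated BODIPY droplet signal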
TNAP activation fold: human TNAP enzyme activators, primary screen, biochemical, luminescent, no phosphate acceptor, uHTS (AID 1001). Alkaline phosphatase, tissue-nonspecific isozyme (Homo sapiens). purified TNAP, luminescent activation assay, no phosphate acceptor; higher activation fold means a stronger effect. activation fold at 20 µM, or EC50 in µM where a hit was titrated. 0.03% of 200,000 active; in the data active = activation fold from about 3, or a potency from the dose series; inactive = the rest, 99 in 100 with activation fold below about 1.6; note: many of its hits are not listed in these tables
PMI inhibitors: inhibitors of human PMI, primary screen, biochemical, fluorescence intensity, coupled assay (AID 1209). Mannose-6-phosphate isomerase (Homo sapiens). inhibition, % at 20 µM, or IC50 in µM where a hit was titrated. 0.42% of 190,000 active. purified PMI enzyme, coupled fluorescence intensity; higher % means a stronger effect; in the data active = inhibition above about 50%;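 note: plate controls were DMSO vehicle for no effect and wells lacking substrate for full effect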
bCat nuc transl: modulators of beta-catenin nuclear translocation, primary screen, imaging, HeLa cells, immunofluorescence, high-content; 0.3% of 190,000 active; nuclear translocation activity, % at 5 µM; AID 1665, 2009;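 active = nuclear translocation activity above 50% at 5 µM, with a well cell count of 50 or more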;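 note: per-cell ratio of nuclear to cytoplasmic median beta-catenin stain intensity; plate controls were DMSO negative control for no effect and GSK-3 inhibitor IX positive control for full effect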
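Assay system: human HeLa cells, native beta-catenin; doses: 5 µM primary, 0.02–20 µM confirmation; incubation: compound treatment 24 h, 37°C, 5% CO2; technique: fluorescence imaging of beta-catenin antibody stain plus DAPI; measure: % activation, nuclear-to-cytoplasmic median beta-catenin signal ratio per cell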
Dynein cargo inh: inhibitors of GR-EGFP nuclear translocation, primary screen, dynein cargo transport inhibitor project, imaging, high-content, 3617.4 mouse cells; test concentration mostly 20 µM; stimulated with dexamethasone, 1 µM; hits give low values; z-score, hits read low; 0.47% of 220,000 active; AID 1381, 2008;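 active = plate z-score of nuclear minus cytoplasmic receptor signal below a set negative limit, without overly bright fluorescence or cell loss, cut at about -3.5 in these data, passing the limit was not always enough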;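 note: z-score of nuclear minus cytoplasmic ring GR-EGFP intensity difference per well; some compounds called inactive have numbers as strong as hits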
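Buffer or medium – tet-free medium with charcoal-stripped serum · Signal – automated 10x imaging of fixed Hoechst-stained cells · Also added – dexamethasone agonist, 1.0 µM final, for 30 min · Incubation – induction 48 h, compound 1 h, agonist 30 min · Read-out – GR-EGFP nuclear translocation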
T cell modulator: modulators of CD8 T cell-vesicle binding, primary screen, mouse 2C CD8+ T cells, flow cytometry. 2C CD8+ T cell-vesicle binding; hits give low values. calls only at 7 µM. 0.068% of 330,000 active;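 active = response, share of CD8 T cells binding vesicles, and their 90th percentile fluorescence all below set limits, cut at about 80% in these data, passing the limit was not always enough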
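Assay system: 2C TCR transgenic mouse naive CD8+ T cells, MACS-purified | Read-out: CD8+ gate FL2 mean fluorescence as % of same-row positive control | Signal: High-throughput flow cytometry with anti-B7-1 and anti-CD8 staining | Timing: Binding step 1.5 h, 37 °C, antibody labelling 20 min, ice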
Ins promoter up: insulin promoter activators in MIN6 cells, imaging, high-content screening, mouse beta cells. MIN6 insulin promoter-GFP reporter; hits give high values. z-score at 5 µM. 0.3% of 190,000 active. AID 1625, 2009;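 active = z-score above 3 at 5 µM with at least 500 cells counted in the well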
MT stabilizer: microtubule stabilizers in HeLa cells, primary screen, imaging, high-content imaging; % tubulin-high responders, % at 10 µM; AID 2205, 2009; HeLa tubulin immunostaining HCS, 24 h; share of cells brighter than vehicle mean+2SD; 0.83% of 200,000 active;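 active = plate Z-score above 3 for both tubulin-high and condensed-nucleus cell shares, with cell loss under 80%, at 10 µM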;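 note: anti alpha tubulin signal scored within the nucleus-defined area of each cell; some results filed as inactive read as strong as hits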
Myeloid diff 2: induction of myeloid progenitor differentiation, primary screen, cell-based, flow cytometry, MLPCN library; calls only at 10 µM; ER-HoxA9 myeloid progenitors, lysozyme-GFP differentiation; 1% of 360,000 active;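 active = normalized GFP-positive differentiation at or above the plate's own cutoff, the solvent-only control mean plus 3 SD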;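 note: cells exposed to compound for four days before flow analysis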
Dynein cargo inh cytoplasmic EGFP: recorded beside Dynein cargo inh, whose call it bears; z-score; measured here: cytoplasmic GR-EGFP intensity; hits give high values
Dynein cargo inh nuclear GR-EGFP: second read-out of Dynein cargo inh, no call of its own (marks repeat the call); z-score; measured here: nuclear GR-EGFP intensity;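 lower value marks the stronger effect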
Dynein cargo inh cell count: recorded beside Dynein cargo inh, whose call it bears; z-score; measured here: cell count per field
Ins promoter up cell count: recorded beside Ins promoter up, whose call it bears; cell count; measured here: cytotoxicity, nuclei count;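 total cells summed across four imaged fields per well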
Hep lipid drop cells 6.5 µM: also measured in Hep lipid drop; calls as there; cell count; measured here: cell count, cytotoxicity flag;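 cells counted across two imaged fields per well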
bCat nuc transl cell count 5 µM: further read-out of bCat nuc transl, marked with its call; cell count; measured here: cell count, cytotoxicity flag
T cell modulator vesicle-bound %: recorded beside T cell modulator, whose call it bears; double positive events, %; measured here: CD8+ vesicle-bound cell fraction;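 binding gate set so that unloaded-vesicle control wells show 10% double positive cells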
MT stabilizer Hoechst-high %: recorded beside MT stabilizer, whose call it bears; % Hoechst-high responders; measured here: nuclear condensation Hoechst responders;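 share of cells brighter than vehicle mean plus two SD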
MT stabilizer cytotoxicity %: second read-out of MT stabilizer, no call of its own (marks repeat the call); toxicity, %; measured here: cytotoxicity by cell density;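 0% = mean cell density of plate MIN control wells and 100% = no cells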
Myeloid diff 2 GFP+ MAC1+ %: recorded beside Myeloid diff 2, whose call it bears; GFP+ MAC1+ double positive, %; measured here: differentiation confirmed by MAC1 staining
The depositor's hits bear a star; i = inactive; / = no result given. Compounds were not picked by outcome; overall some 3% were active at least once.

smiles	MT stabilizer cytotoxicity %	Ins promoter up cell count	Dynein cargo inh	Dynein cargo inh nuclear GR-EGFP	Dynein cargo inh cytoplasmic EGFP	T cell modulator vesicle-bound %	PMI inhibitors	Hep lipid drop	T cell modulator	Dynein cargo inh cell count	Myeloid diff 2 GFP+ MAC1+ %	Myeloid diff 2	bCat nuc transl	MT stabilizer Hoechst-high %	MT stabilizer	bCat nuc transl cell count 5 µM	Ins promoter up	Hep lipid drop cells 6.5 µM	TNAP activation fold
COc1cccc(Oc2nc3ncn(Cc4ccccc4)c3c(=O)n2C)c1	5.3	1290	1.4	0.81	-0.13	29	8%	-13	i	-0.68	1.6	i	/	1.2	1.5	/	-0.61	710	1
CC(C)C(=O)NC(=S)Nc1ccc(S(=O)(=O)N(C)Cc2ccccc2)cc1	26*	1067	0.57	0.75	-0.22	45	15%	2	i	0.13	1.3	i	1.6	24*	42*	1135	-1.3	756	0.9
COc1ccccc1CNC(=O)c1ccc(OCc2c(C)noc2C)c(OC)c1	5.2	1039	-1.1	-0.59	-0.13	22	3%	7	i	0.62	1.1	i	-1.9	1.8	1.4	1156	0.87	827	1.1
Cc1ccc(Nc2nc(OC(C(F)(F)F)C(F)(F)F)nc(N3CCOCC3)n2)cc1	5.0	1557	-1	-0.22	-0.31	42	-4%	/	i	0.61	0.4	i	-0.6	2.8	3.0	1417	-0.29	/	1.1
N#CCC(=O)Nc1sc2c(c1C(N)=O)CCCC2	5.7	1239	-0.76	-0.29	-0.22	28	-11%	12	i	0.59	2.1	i	-3.1	3.3	11	1213	0.66	760	1.1
O=C(NCc1ccco1)c1ccc(Br)s1	1.3	1170	-0.5	0.51	-0.025	44	15%	-9	i	-0.001	5.0	i	-0.4	1.7	1.5	1120	0.34	707	1
CC(=O)NS(=O)(=O)c1ccc(NC(=O)c2ccccc2F)cc1	88	1629	-0.22	0.19	-0.17	49	14%	-12	i	-0.13	0.7	i	-0.1	0.5	6.2	1045	0.98	721	1.1
COc1cccc(CNC(=O)C2CCC(CNc3c(N4CCC(C)CC4)c(=O)c3=O)CC2)c1 (stereo not drawn)	/	1030	-0.11	0.47	-0.22	38	/	-11	i	-1.1	0.5	i	-1.1	/	/	1366	0.48	642	/
O=C(N/N=C(\Cc1ncc[nH]1)c1ccccc1)c1ccccc1	8.5	1263	0.33	-0.13	-0.26	29	-13%	2	i	0.23	/	/	1.9	0.8	2.2	1038	-0.54	779	1.1
CN(/N=C/c1cccnc1)c1cnn(-c2ccc(F)c(Cl)c2)c(=O)c1Cl	18	919	0.84	0.25	-0.26	50	-10%	1	i	-0.12	0.7	i	4.3	1.1	2.6	1049	0.09	791	1
Cc1onc(-c2c(Cl)cccc2Cl)c1C(=O)O/N=C(\C#N)c1ccccc1	/	1378	-1.5	-0.89	-0.046	10	/	7	i	0.69	0.7	i	-0.7	/	/	1219	-0.42	731	/
Cc1ccccc1C1=N/C(=C/c2cccs2)C(=O)O1	3.6	1142	-1.4	-0.64	-0.12	40	-6%	1	i	0.47	0.5	i	0.5	1.5	4.5	1110	0.24	732	1.1
Cc1nn(-c2ccccc2)nc1CNC(=O)c1ncoc1-c1ccccc1	/	1566	-0.21	-0.089	-0.26	23	/	-3	i	0.57	0.6	i	0.1	/	/	1015	0.1	736	/
O=C(CCn1c(=O)c2ccccc2n(Cc2cccc([N+](=O)[O-])c2)c1=O)N1CCc2ccccc2C1	4.6	1475	-0.49	-0.56	-0.23	46	12%	-34	i	0.14	0.6	i	-0.8	2.5	3.5	894	0.09	582	1.1
COc1ccc(NC(=O)c2cc(OC)c(OC)cc2OC)c(S(=O)(=O)N2CCOCC2)c1	/	1131	/	/	/	55	6%	/	i	/	0.7	i	-0.5	/	/	811	0.09	/	1.1
O=C1CC(Sc2nnc(-c3ccccc3O)o2)C(=O)N1c1ccccc1 (stereo not drawn)	9.6	840	-6.5*	-2.4*	2.2*	47	-12%	/	i	-3*	3.9	i	-5.6	2.7	3.3	844	-0.78	/	0.9
Cc1cc(N)n(-c2ccc(S(=O)(=O)N3CCOCC3)cc2[N+](=O)[O-])n1	/	1461	-0.84	-0.59	-0.27	18	/	-4	i	0.66	0.7	i	-0.1	/	/	1082	0.51	758	/
COc1c2c(cc3oc(=O)ccc13)OC(C)(C)C=C2	/	1033	-1.1	-0.37	-0.85	58	/	6	i	0.89	3.6	i	0.6	/	/	1129	-0.63	769	/
O=C(CSCc1ccc([N+](=O)[O-])cc1)NN=C1CCCCCC1	9.0	1115	-1.3	-0.59	-0.21	60	-7%	3	i	1.1	1.2	i	3.7	1.2	2.6	1006	0.27	682	1.1
Cc1[nH]c2ccc(F)cc2c1CCNC(=O)C1CCCCC1C(=O)OCC(F)(F)F (stereo not drawn)	5.3	1433	0.36	0.34	-0.24	4	18%	-36	i	-0.32	0.3	i	-1.3	2.2	4.6	1089	-0.42	602	1.1
Cc1ccc2c(COC(=O)CNC(=O)c3ccccc3)cc(=O)oc2c1	2.7	1571	-0.45	-0.47	-0.3	50	13%	12	i	0.32	1.8	i	0.3	3.6	2.3	1109	0.23	683	0.9
CCSC1=N/C(=C\c2cccc(F)c2)C(=O)S1	13	1390	-0.88	-0.36	-0.14	38	-6%	-4	i	0.062	0.5	i	-0.2	1.9	1.8	984	-0.05	571	1.1
O=C(Nc1ccc(Cl)cn1)c1cccc(S(=O)(=O)N2CCOCC2)c1	3.9	863	0.59	0.38	-0.3	44	-6%	2	i	-0.46	0.7	i	-1.4	2.0	1.2	1116	1.8	746	1.1
CC(Oc1ccc(Cl)cc1Cl)C(=O)NC1=NN(c2ccccc2)C(=O)C1 (stereo not drawn)	4.8	1548	0.25	0.7	-0.15	45	-13%	/	i	-1	0.6	i	-1.3	1.9	1.6	1404	-0.14	/	1.1
CC(C)COP(=O)(OCC(C)C)C(O)c1ccc2c(c1)OCO2 (stereo not drawn)	/	970	-0.77	0.029	-0.17	44	/	0	i	0.42	0.8	i	-0.7	/	/	1318	0.7	699	/
COc1ccccc1OCCOCCOc1ccccc1Cl	12	1319	0.47	0.29	-0.19	46	7%	2	i	0.3	0.8	i	-1.4	2.4	3.3	1153	-0.1	541	1
O=C(Nc1cccnc1)/C(N=Nc1ccc(Cl)c(C(F)(F)F)c1)=C(\O)c1ccccc1	9.9	1346	0.65	-0.025	-0.32	53	5%	-1	i	0.1	0.0	i	-2.7	3.1	2.2	954	0.49	648	1
COC(=O)CC1C(=O)NCCN1C(=S)Nc1ccccc1Cl (stereo not drawn)	8.5	1527	-0.086	0.38	-0.25	39	11%	7	i	-0.17	0.1	i	-3.4	2.2	4.4	1047	0.37	697	1

Record cards (already shown). Order of values: MT stabilizer cytotoxicity %, Ins promoter up cell count, Dynein cargo inh, Dynein cargo inh nuclear GR-EGFP, Dynein cargo inh cytoplasmic EGFP, T cell modulator vesicle-bound %, PMI inhibitors, Hep lipid drop, T cell modulator, Dynein cargo inh cell count, Myeloid diff 2 GFP+ MAC1+ %, Myeloid diff 2, bCat nuc transl, MT stabilizer Hoechst-high %, MT stabilizer, bCat nuc transl cell count 5 µM, Ins promoter up, Hep lipid drop cells 6.5 µM, TNAP activation fold
COc1ccccc1OCCOCCOc1ccccc1Cl across the screens: 12, 1319, 0.47, 0.29, -0.19, 46, 7%, 2, i, 0.3, 0.8, i, -1.4, 2.4, 3.3, 1153, -0.1, 541, 1
O=C(NCc1ccco1)c1ccc(Br)s1 across the screens: 1.3, 1170, -0.5, 0.51, -0.025, 44, 15%, -9, i, -0.001, 5.0, i, -0.4, 1.7, 1.5, 1120, 0.34, 707, 1
